# Source: PubChem (several laboratories)
# Mcl-1 Bim block: inhibitors of Bim-Mcl-1 interaction, human | inhibition, % at 10 µM | Bead-based flow cytometry, Bim peptide-Mcl-1 binding | 190,000 compounds, 0.1% hits | Q07820; in the data active means inhibition above about 40%;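 further: 0% = no compound tracer wells and 100% = peptide blocker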
# RGS7-Gao: modulates binding of RGS7 to human Galphao; P09471; Multiplexed bead flow cytometry; actives lie on both sides; binding response (% of control), % at 10 µM; 220,000 compounds, 0.35% hits; in the data active means binding response below about 49% or above about 150%; inconclusive means no clear call, values can overlap the other calls; inactive means in between;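 further: fluorescent Galphao held in activated GDP-AlF4 state binding bead-coupled RGS7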
# Mcl1-Noxa inh: disrupts binding of human Mcl-1 to Noxa peptide | TR-FRET Mcl-1/Noxa peptide binding, 2 h | inhibition, % at 21.7 µM | 220,000 compounds, 1.5% hits | AID 1022;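 active means compounds that cut the protein-peptide binding signal by more than 50% relative to plate controls in a single-dose test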;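 further: His-tagged Mcl-1 with rhodamine Noxa BH3 peptide and terbium anti-His antibody; 0% = Mcl-1 plus Noxa peptide wells and 100% = peptide-only wells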
# Pf gametocyte: P. falciparum stage V gametocyte viability inhibition; P. falciparum stage V gametocytes, ATP luminescence, 24 h; inhibition, % at 10.9 µM; 150,000 compounds, 0.065% hits;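 active means inhibition above the mean plus 3 SD of compounds within the control limits, set per campaign, cut at about 38% in these data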;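 further: 0% = DMSO wells and 100% = medium only without gametocytes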
# RGS8-Gao: modulates binding of RGS8 to human Galphao; P09471; multiplexed bead flow cytometry; actives lie on both sides; response (percent of control binding), % at 10 µM; 220,000 compounds, 0.34% hits; in the data active means response below about 60% or above about 140%; inactive means in between;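 further: Galphao activated as the GDP aluminium fluoride complex binding bead-coupled RGS8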
# Avidin bead fluor: avidin bead compound fluorescence profile. Avidin beads, compound fluorescence 488/530 nm, flow cytometry; active compounds read high. fluorescence (KMESF) at 10 µM. 220,000 compounds, 0.38% hits. AID 1775; in the data active means fluorescence above about 47; further: inactives centre near 10
# RGS4-Gao reg: modulates binding of RGS4 to human Galphao. P09471. Multiplexed bead flow cytometry; actives lie on both sides. binding response (% of control), % at 10 µM. 220,000 compounds, 0.33% hits. AID 1415; in the data active means binding response below about 49% or above about 150%; inactive means in between;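 further: fluorescent Galphao activated with aluminum fluoride binding bead-coupled RGS4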
# ABCG2 block: human ABCG2 inhibition, ABCB1 as counter-screen; Q9UNQ0; IgMXP3 cells, JC-1 efflux, flow cytometry; inhibition, % at 6.6 µM; 190,000 compounds, 0.1% hits; AID 1325;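 active means inhibition above 80%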;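 further: 0% = DMSO and 100% = nicardipine control wells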
#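 Test system: ABCG2 IgMXP3 and barcoded ABCB1 CCRF-Adr cell mix; Schedule: cells with compound and JC-1, 10 min at 25 °C, rotating, no wash; Technique: flow cytometry of retained JC-1 fluorescence; Measure: % inhibition of efflux relative to nicardipine and DMSO; Controls: nicardipine high and DMSO low controls.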
# Mcl1-Bid inh: disrupts binding of human Mcl-1 to Bid peptide; Q07820; TR-FRET Mcl-1/Bid-Dy647 peptide binding, 1536-well; inhibition, % at 21.7 µM; 220,000 compounds, 0.97% hits;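 active means compounds that cut the binding signal by more than half at the single screening dose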;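 further: His-tagged Mcl-1 with europium anti-His antibody binding Bid BH3 peptide; 0% = Mcl-1 plus peptide wells and 100% = peptide-only wells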
# ABCB1 inh: blocks JC-1 efflux by human ABCB1 transporter; 190,000 compounds, 0.067% hits; inhibition, % at 6.6 µM; AID 1326; CCRF-Adr cells, flow cytometry; in the data active means inhibition above about 40%;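 further: 0% = vehicle and 100% = reference inhibitor; higher value means more JC-1 retained so stronger ABCB1 efflux block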
# Target sequence (P08183 whole entry, looked up): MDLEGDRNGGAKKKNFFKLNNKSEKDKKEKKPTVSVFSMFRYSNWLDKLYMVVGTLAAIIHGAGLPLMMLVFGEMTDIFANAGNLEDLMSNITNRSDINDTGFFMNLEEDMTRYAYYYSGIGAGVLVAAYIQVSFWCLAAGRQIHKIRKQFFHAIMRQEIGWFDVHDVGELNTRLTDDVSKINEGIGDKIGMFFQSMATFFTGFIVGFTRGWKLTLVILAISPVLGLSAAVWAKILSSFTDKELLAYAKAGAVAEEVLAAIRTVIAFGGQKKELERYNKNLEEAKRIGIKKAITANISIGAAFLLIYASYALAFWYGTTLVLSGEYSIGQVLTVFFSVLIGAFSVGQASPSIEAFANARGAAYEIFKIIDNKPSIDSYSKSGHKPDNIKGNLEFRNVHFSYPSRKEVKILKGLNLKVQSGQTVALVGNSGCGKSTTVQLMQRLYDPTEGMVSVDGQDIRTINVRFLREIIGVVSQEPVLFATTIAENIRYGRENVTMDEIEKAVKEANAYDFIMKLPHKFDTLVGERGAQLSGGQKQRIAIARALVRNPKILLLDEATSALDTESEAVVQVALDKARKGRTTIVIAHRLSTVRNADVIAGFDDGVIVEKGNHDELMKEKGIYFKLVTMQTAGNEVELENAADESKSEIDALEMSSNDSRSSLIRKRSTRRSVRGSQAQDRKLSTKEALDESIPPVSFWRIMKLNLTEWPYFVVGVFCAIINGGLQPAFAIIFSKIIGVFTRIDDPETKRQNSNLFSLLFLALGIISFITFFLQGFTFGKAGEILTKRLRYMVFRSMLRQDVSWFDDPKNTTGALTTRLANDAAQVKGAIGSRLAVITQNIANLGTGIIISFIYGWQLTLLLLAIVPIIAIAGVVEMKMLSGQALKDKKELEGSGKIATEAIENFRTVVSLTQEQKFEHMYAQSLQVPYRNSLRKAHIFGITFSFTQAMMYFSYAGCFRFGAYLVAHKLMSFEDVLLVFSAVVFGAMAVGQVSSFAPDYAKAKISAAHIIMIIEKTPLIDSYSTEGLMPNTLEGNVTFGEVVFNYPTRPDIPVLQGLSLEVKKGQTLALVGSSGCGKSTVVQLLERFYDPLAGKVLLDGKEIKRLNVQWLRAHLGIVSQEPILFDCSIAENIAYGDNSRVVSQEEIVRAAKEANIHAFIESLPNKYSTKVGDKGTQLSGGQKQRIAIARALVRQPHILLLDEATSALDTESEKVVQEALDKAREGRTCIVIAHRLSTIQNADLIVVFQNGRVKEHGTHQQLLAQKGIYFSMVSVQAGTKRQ
# GSH bead fluor: compound fluoresces at 488/530 nm on GSH beads; fluorescence (KMESF) at 10 µM; 190,000 compounds, 0.25% hits; GSH beads flow cytometry, compound fluorescence 488/530 nm; active compounds read high; AID 1776; in the data active means fluorescence above about 89;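 further: glutathione beads carrying GST-tagged Bcl family fusion proteins plus one bare bead set; values are compound well signal with DMSO vehicle wells as background; inactives centre near 16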
# Numbers without * were called inactive; ? = inconclusive; . = not tested or not shown. Rows are unselected. About 3.3% of those tested had a hit in this group.
No.	Molecule	Mcl-1 Bim block	RGS7-Gao	Mcl1-Noxa inh	Pf gametocyte	RGS8-Gao	Avidin bead fluor
1	COCCCN1CN(S(=O)(=O)c2ccc(Cl)cc2)c2nc3ccccc3nc21	0	103	10	.	103	11
2	O=C(NC1(C(F)(F)F)NC(=O)N(Cc2cccnc2)C1=O)c1ccncc1 (centres undefined)	0	99	11	14	101	5
3	CCOC(=O)N1CCC(NC(=O)CCc2nc(-c3ccccc3F)no2)CC1	-1	97	5	-6	99	29
4	COc1ccc(OCC(=O)O/N=C(\N)Cc2cccs2)cc1	1	100	9	-4	102	13
5	CCCN(CCC)S(=O)(=O)c1ccc(C(=O)Nc2nnc(-c3cccc(OC)c3)o2)cc1	-3	98	-50	21	100	11
6	COc1ccc(N2CCN(CCCNS(=O)(=O)c3c(C)noc3/C=C/N(C)C)CC2)cc1	-1	97	20	.	98	9
7	Cc1nnc(SCC(=O)N(C)Cc2ccccc2)[nH]c1=O	-6	99	5	12	99	10
8	COc1cccc(CN2CCN(C3CCN(c4ccccc4C)CC3)CC2CCO)c1 (centres undefined)	-5	98	13	4	103	12
9	O=C(Oc1cccc2c(O)cccc12)c1ccccc1	-4	103	.	0	102	9
10	CCN(CC)CCN(Cc1cc2cc3c(cc2[nH]c1=O)OCCO3)C(=O)NC1CCCCC1	-2	88	-19	.	97	9
11	CC(C)=C(NC(=O)c1ccccc1)C(=O)N/N=C/c1ccc(O)cc1	-3	100	9	.	101	15
12	CN=C(Nc1cc(Cl)ccc1Cl)SC1CC(=O)N(c2ccc(C(=O)OC)cc2)C1=O (centres undefined)	-4	77	-12	-12	67	5
13	CN1CCN(Cc2cc(=O)oc3cc4c(cc23)CCC4)CC1	-2	102	22	6	104	13
14	CCC(C)(C)NC(=O)c1ccc2c(c1)OCCO2	-3	102	6	-15	98	10
15	COC(=O)c1cn(C(=O)c2ccc(Cl)cc2)c2ccccc12	.	?	-1	-6	103	4

No.	RGS4-Gao reg	ABCG2 block	Mcl1-Bid inh	ABCB1 inh	GSH bead fluor
1	103	1	-9	0.4	8
2	103	1	2	0.1	50
3	100	7	3	0.2	19
4	99	-3	-31	-0.3	24
5	101	-1	-19	-0.1	16
6	101	1	-36	0.5	22
7	100	-2	-6	-0.5	26
8	102	0	-47	0.7	13
9	104	3	-22	0.5	35
10	94	1	-15	0.1	15
11	99	-1	-35	1.0	7
12	83	1	-2	-0.2	17
13	103	0	-13	0.2	23
14	100	1	-13	0.2	25
15	106	.	-35	.	.

# (next part)
No.	Molecule	Mcl-1 Bim block	RGS7-Gao	Mcl1-Noxa inh	Pf gametocyte	RGS8-Gao	Avidin bead fluor
16	Cc1cc(Cl)c(S(=O)(=O)NCc2cccnc2)cc1OCC(N)=O	-3	98	-1	5	98	12
17	CN(C)c1ccc(N=Nc2ccccc2C(=O)OCC(=O)N2CCCCCC2)cc1	-2	102	22	.	99	3
18	CCCC1C2C(=O)N(c3ccccc3OC)C(=O)C2ON1c1ccccc1 (centres undefined)	0	101	-3	.	100	8
19	COc1ccccc1CNC(=O)c1cnc2ccccn2c1=O	0	102	4	.	102	7
20	C(=C\c1ccccc1)/CSc1nnc(-c2cccnc2)n1Cc1ccco1	-3	101	5	0	101	8
21	Cc1cc(OCC(=O)N2CCOCC2)ccc1NC(=O)C1CCCCC1	0	93	-7	-29	95	8
22	CCOC(=O)CNC(=O)CSc1nnc(-c2ccc(OC)cc2)n1CC	-1	105	5	.	103	24
23	CC(Cl)c1cc(-c2ncc(C(F)(F)F)cc2Cl)no1 (centres undefined)	-1	104	13	.	101	10
24	Cc1cc(Cl)ccc1OCC(=O)N1CCCN(C(=O)COc2ccc(Cl)cc2C)CC1	-3	98	29	-25	102	4
25	Cc1cccc(NC2SC(=O)NC2=O)c1 (centres undefined)	-3	99	9	.	101	10
26	CC1(C)C2CC=C(/C=N/NC(=O)C(N)=O)C1C2 (centres undefined)	.	?	-20	-16	106	7
27	O=C(OCc1cc2ccccc2[nH]c1=O)c1cccs1	-4	98	13	.	100	6
28	O=C(CN1CCC(n2nnc3cc(F)ccc32)CC1)NCc1ccco1	-1	98	14	7	103	5
29	COc1ccc(OCC(=O)Nc2ccc(N3CCOCC3)cc2)cc1	-3	92	4	.	100	14
30	O=C(CSc1nc(-c2ccccc2)nc2c1CCCC2)N1CCOCC1	1	99	2	.	100	11

No.	RGS4-Gao reg	ABCG2 block	Mcl1-Bid inh	ABCB1 inh	GSH bead fluor
16	97	10	-24	7.5	30
17	102	24	-13	3.6	9
18	99	0	-9	0.1	19
19	102	2	-7	0.2	23
20	100	0	-23	0.4	24
21	100	0	-13	-0.1	33
22	107	1	-4	0.3	17
23	107	4	0	0.5	15
24	98	24	5	17	7
25	101	3	-33	0.5	22
26	109	.	-14	.	.
27	104	26	-39	1.0	16
28	98	0	-62	-0.1	19
29	96	3	-78	0.8	7
30	103	18	-53	1.6	48

# (cont.)
No.	Molecule	Mcl-1 Bim block	RGS7-Gao	Mcl1-Noxa inh	Pf gametocyte	RGS8-Gao	Avidin bead fluor
31	COc1ccc(CCNC(=O)c2cc(C3CC3)on2)cc1OC	.	?	14	1	101	7
32	CC1CCN(C(=S)NC2CCCCC2)CC1	-4	102	11	-15	101	7
33	CNC(=S)/N=C/NOCc1ccc(Cl)cc1Cl	-2	105	-4	3	100	25
34	Cc1ccc2nc(SCC(=O)N(CC(C)C)c3c(N)n(Cc4ccccc4)c(=O)[nH]c3=O)[nH]c2c1	.	?	4	-10	101	6
35	Cc1nnsc1-c1nnc(SCC(=O)c2ccc(C#N)cc2)n1C1CC1	.	?	-13	-25	108	6
36	Cc1cc(S(=O)(=O)NC2CCCCC2)ccc1-n1cnnn1	-2	100	-14	-3	105	11
37	Cc1ccc(NC(=O)COC(=O)CCc2nc3ccccc3c(=O)[nH]2)c(Br)c1	-2	99	16	.	100	5
38	CCCCC(C(=O)NC(C)(C)C)N(Cc1ccco1)C(=O)c1snc(C(N)=O)c1N (centres undefined)	-3	106	-5	19	103	15
39	Cc1nc2sc(C(=O)O)c(N)c2c2c1COC(C)(C)C2	-3	98	29	-10	105	17
40	COC(=O)c1cc(NC(=O)c2cc(-c3ccccc3Cl)oc2C(F)(F)F)ccc1N1CCOCC1	.	?	9	-6	100	8
41	COc1ccc(-c2cc(C(F)(F)F)nc(SCC(=O)NCCCN3CCOCC3)n2)cc1	0	?	5	-7	100	9
42	O=C(Nc1nc(-c2ccccn2)cs1)c1ccco1	0	97	43	.	95	6
43	CSc1nc(C)c(CCOC(=O)c2cccc(C)c2)c(=O)[nH]1	-5	79	9	.	75	5
44	Cc1ccc(/C=C2/SC(=S)N(CC(=O)Nc3ncc(Cc4ccc(C)cc4)s3)C2=O)cc1	0	99	8	18	109	5
45	CC(C)c1ccc(C(O)P(=O)(OC2CCCCC2)OC2CCCCC2)cc1 (centres undefined)	.	?	-15	12	104	5

No.	RGS4-Gao reg	ABCG2 block	Mcl1-Bid inh	ABCB1 inh	GSH bead fluor
31	101	.	-3	.	.
32	106	0	-15	0.0	38
33	101	5	4	1.3	12
34	98	.	-6	.	.
35	113	.	-12	.	.
36	105	0	-13	0.0	17
37	99	5	-12	-0.1	19
38	102	1	-21	0.9	22
39	93	1	-108	0.2	12
40	98	.	-28	.	.
41	101	9	-19	1.1	26
42	91	2	-76	0.3	14
43	81	1	-17	0.0	41
44	96	0	-18	-0.1	19
45	108	.	-8	.	.

# Reprinted from above (5 entries):
No.	Molecule	Mcl-1 Bim block	RGS7-Gao	Mcl1-Noxa inh	Pf gametocyte	RGS8-Gao	Avidin bead fluor
39	Cc1nc2sc(C(=O)O)c(N)c2c2c1COC(C)(C)C2	-3	98	29	-10	105	17
40	COC(=O)c1cc(NC(=O)c2cc(-c3ccccc3Cl)oc2C(F)(F)F)ccc1N1CCOCC1	.	?	9	-6	100	8
41	COc1ccc(-c2cc(C(F)(F)F)nc(SCC(=O)NCCCN3CCOCC3)n2)cc1	0	?	5	-7	100	9
42	O=C(Nc1nc(-c2ccccn2)cs1)c1ccco1	0	97	43	.	95	6
43	CSc1nc(C)c(CCOC(=O)c2cccc(C)c2)c(=O)[nH]1	-5	79	9	.	75	5

No.	RGS4-Gao reg	ABCG2 block	Mcl1-Bid inh	ABCB1 inh	GSH bead fluor
39	93	1	-108	0.2	12
40	98	.	-28	.	.
41	101	9	-19	1.1	26
42	91	2	-76	0.3	14
43	81	1	-17	0.0	41

# (more compounds)
No.	Molecule	Mcl-1 Bim block	RGS7-Gao	Mcl1-Noxa inh	Pf gametocyte	RGS8-Gao	Avidin bead fluor
46	O=C(CN1C(=O)CCC1=O)Nc1ccc(Cc2ccc(NC(=O)CN3C(=O)CCC3=O)cc2)cc1	0	95	-4	-1	101	10
47	NCCn1c(-c2ccccc2)cc(C(=O)O)c1-c1ccccc1F	-3	100	18	-7	103	9
48	Fc1ccc(Nc2nc(-c3ccncc3)nc3ccccc23)cc1	-2	97	23	-4	99	12
49	O=C(CSc1ccccc1)N1CCC(N2CCC(C(=O)N3CCCC3)CC2)CC1	-2	98	2	9	95	9
50	COC(=O)[C@H](C)NC(=O)Nc1ccc(OC(F)(F)F)cc1	6	117	-3	.	140	7
51	CC(C)Oc1ccc(Oc2ccc(C(F)(F)F)cn2)cc1	2	97	18	16	99	4
52	CN(C)CCNC(=O)Nc1ccc(F)cc1F	3	115	0	19	104	13
53	O=C(c1ccc(Cl)cc1)c1cnc2ccccn12	1	102	4	.	102	7
54	Cc1cc(-n2c(C)cc(C(=O)COc3ccc([N+](=O)[O-])cc3)c2C)no1	0	95	-9	-7	101	12
55	COc1ccc(CNC(=O)CN(C)S(=O)(=O)c2ccccc2)cc1	3	?	5	-1	99	11
56	COc1cccc(C(=O)N/N=C2\SCC(=O)N2Cc2ccc3c(c2)OCO3)c1	-2	99	2	0	100	13
57	CC1CCN(C(=S)c2cn(Cc3ccc(F)cc3)c3ccccc23)CC1	-5	99	-8	.	101	7
58	CCC(C)Nc1ncnc2c1cnn2Cc1ccc(Cl)cc1 (centres undefined)	0	98	-4	.	99	25

No.	RGS4-Gao reg	ABCG2 block	Mcl1-Bid inh	ABCB1 inh	GSH bead fluor
46	97	0	-28	-0.1	20
47	103	0	24	-0.5	19
48	101	2	29	0.4	11
49	99	2	-55	-0.2	13
50	116	2	-3	0.6	15
51	99	0	-28	0.1	28
52	105	1	-33	0.6	21
53	99	6	-11	0.6	42
54	96	4	-28	0.8	22
55	94	12	2	0.8	15
56	99	6	-1	1.1	27
57	103	3	-19	1.0	24
58	99	6	-4	0.8	14
